Source: PubChem
NPC1 promoter act – activators of NPC1 promoter; Huh7 NPC1 promoter luciferase reporter, 24 h; Potency, µM (highest dose often 9.22 µM), for the others: at the highest dose activation, actives largely listed as activators; 2.4% of 320,000 active;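 further: potency means the concentration at half of the fitted maximal effect; % of control where 0% means no effect; nearly all actives have a fitted effect of over 60% in size; reporter is driven by a mutant NPC1 promoter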
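Stable NPC1-promoter luciferase Huh7 line; cpd (DMSO) 24 h, 37 °C, 5% CO2; Amplite luciferase reagent 10 min RT; luminescence readout. qHTS format.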
PKM2 activator – activators of human pyruvate kinase M2 | purified PKM2, Kinase-Glo ATP luminescence, activation; response scale: 0% is enzyme alone, no compound | Potency, µM (series often up to 57.5 µM), for inactives: at the highest dose activation, hits mostly activators | 0.34% of 260,000 active | P14618 | AID 1631; further: potency means the concentration at half of the fitted maximal effect; on the % scale 0 is the no-effect control and ±100 the full control effect; nearly all actives have a fitted effect of over 55% in size
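ATP formation by purified human PK-M2, quantified via coupled luciferase luminescence after 1 h at room temperature with 0.1 mM ADP and 0.5 mM PEP final.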
Giardia kill – kills Giardia lamblia | 0.15% of 340,000 active | activity change, % at 7.66 µM, hits read low | Giardia lamblia trophozoite viability; in the data active means activity change below about -80%; inconclusive means between about -30% and that limit;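 further: parasites exposed to compound for two days anaerobically before the ATP read; on the % scale 0 is the no-effect control and ±100 the full control effect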
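Killing of trophozoites was scored by loss of ATP luminescence after a 48 hrs anaerobic exposure to compounds at 37 deg C, using 100 cells per well.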
Rab9 prom act – activates the Rab9 promoter. Huh7 Rab9 promoter-luciferase reporter, luminescence, 24 h. Potency, µM (titrated, usually from 9.22 µM), without a hit: at the top dose activation, negative = inhibition, actives largely listed as activators. 2.8% of 320,000 active. AID 485297; further: potency means the concentration at half of the fitted maximal effect; % of control where 0% means no effect; nearly all actives have a fitted effect of over 60% in size
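Luminescence from Amplite-detected luciferase (10 minutes, ambient) reports Rab9 promoter activation. Before that, stable Rab9-luciferase Huh7 cells (1500/well, reduced-serum OP-MEM I plus 10% FBS) were exposed to compound for 24 hours at 37C.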
Menin-MLL TR inh – inhibitors of human menin-MLL interaction, mutant MLL peptide. O00255. Menin + Texas Red MLL mutant peptide, fluorescence polarization. Potency, µM (titrated, usually from 61.6 µM), inactives show top-dose FP activity change, negative = inhibition, actives largely listed as inhibitors. 0.23% of 270,000 active; active means well fitted inhibition curve with a large enough effect in the polarisation, with a control signal flat, not every such curve was filed as active; inconclusive means small, poorly fitted or top-dose-only effect, or effect the other way, or a change in a side signal; inactive means no such curve, though single readings can be large or run the other way; the % refers to the polarisation; further: potency means the concentration at half of the fitted maximal effect; % of control where 0% means no effect; many of its hits are not listed in these tables
Target sequence (O00255 whole entry, looked up): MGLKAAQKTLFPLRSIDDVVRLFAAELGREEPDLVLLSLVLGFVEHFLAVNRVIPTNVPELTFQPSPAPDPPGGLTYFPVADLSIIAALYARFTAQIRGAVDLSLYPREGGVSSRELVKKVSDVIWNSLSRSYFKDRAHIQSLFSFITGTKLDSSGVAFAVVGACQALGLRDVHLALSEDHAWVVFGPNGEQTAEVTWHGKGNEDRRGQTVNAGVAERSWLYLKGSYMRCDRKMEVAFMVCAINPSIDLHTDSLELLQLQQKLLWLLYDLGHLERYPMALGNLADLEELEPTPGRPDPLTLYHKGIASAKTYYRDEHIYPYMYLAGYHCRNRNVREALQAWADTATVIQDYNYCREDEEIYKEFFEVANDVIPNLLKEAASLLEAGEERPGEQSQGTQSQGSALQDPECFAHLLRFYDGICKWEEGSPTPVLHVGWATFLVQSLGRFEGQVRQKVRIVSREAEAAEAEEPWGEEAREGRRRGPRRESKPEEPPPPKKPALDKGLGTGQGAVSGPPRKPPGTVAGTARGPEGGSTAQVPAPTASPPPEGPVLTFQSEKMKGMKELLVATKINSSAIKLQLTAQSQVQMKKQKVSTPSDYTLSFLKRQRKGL
ELG1 genotox – inducers of genotoxicity in HEK293T ELG1-luciferase cells | HEK293T ELG1-luciferase reporter, luminescence, 16 h | Potency, µM (series often up to 46 µM), inactives show top-dose activity change, positive = activation, usual class: activators | 1.3% of 330,000 active; further: potency means the concentration at half of the fitted maximal effect; % of control where 0% means no effect; nearly all actives have a fitted effect of over 60% in size
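HEK293T cells expressing luciferase-tagged ELG1 were exposed to compound or DMSO vehicle for 16 hr at 37 °C and 5% CO2. Luciferase activity was then measured with ONE-Glo after 30 min at room temperature.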
VP16 counter – inhibits Gal4-VP16 luciferase reporter, ROR gamma counter-screen; 3.5% of 310,000 active; Potency, µM (titrated, usually from 53.6 µM), inactives show at the top dose activity, negative = inhibition, hits mostly inhibitors; Drosophila S2 Gal4-VP16 UAS-luciferase, luminescence, 20 h;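 further: Gal4-VP16 expression switched on by copper sulfate through the metallothionein promoter; potency means the concentration at half of the fitted maximal effect; on the % scale 0 is the no-effect control and ±100 the full control effect; nearly all actives have a fitted effect of over 50% in size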
RORg inh – ROR gamma (mouse) transcription inhibition | Drosophila S2 Gal4-RORgamma UAS-luciferase reporter, 20 h | AID 2551 | Potency, µM (doses to about 53.6 µM), for the others: top-dose activity change, negative = inhibition, hits mostly inhibitors | 5.4% of 310,000 active | P51450; further: potency means the concentration at half of the fitted maximal effect; on the % scale 0 is the no-effect control and ±100 the full control effect; nearly all actives have a fitted effect of over 60% in size
Target sequence (P51450 whole entry, looked up, the tested form may be a part): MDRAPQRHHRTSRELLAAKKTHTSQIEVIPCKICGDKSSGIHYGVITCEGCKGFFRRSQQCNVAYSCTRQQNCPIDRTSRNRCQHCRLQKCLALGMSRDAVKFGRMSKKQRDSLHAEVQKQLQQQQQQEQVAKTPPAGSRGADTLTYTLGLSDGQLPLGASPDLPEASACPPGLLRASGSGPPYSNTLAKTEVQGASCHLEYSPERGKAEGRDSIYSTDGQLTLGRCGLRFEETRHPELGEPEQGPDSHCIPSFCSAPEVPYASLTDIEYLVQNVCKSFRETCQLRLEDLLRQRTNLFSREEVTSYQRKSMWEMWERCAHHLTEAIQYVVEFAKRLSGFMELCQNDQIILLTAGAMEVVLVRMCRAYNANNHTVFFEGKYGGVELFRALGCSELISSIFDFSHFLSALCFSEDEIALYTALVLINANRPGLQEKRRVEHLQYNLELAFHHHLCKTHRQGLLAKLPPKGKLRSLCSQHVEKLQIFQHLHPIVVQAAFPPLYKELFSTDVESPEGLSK
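Read-out: Photinus luciferase luminescence; inhibitors lower reporter signal. Insect Schneider cells with Gal4-ROR gamma fusion under metallothionein promoter, UAS reporter; 700 uM final copper sulfate induction, 20 hr, ambient temperature.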
FLuc counter – inhibits or activates purified firefly luciferase, miR-21 counter-screen. P08659. purified FLuc, Km substrates, luminescence inhibition. Potency, µM (top dose mostly 57.5 µM), without a hit: at the highest dose activity change, negative = inhibition, most hits filed as inhibitors. 6.9% of 360,000 active;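 further: potency means the concentration at half of the fitted maximal effect; plate controls were vehicle for no effect and reference inhibitor for full effect; nearly all actives have a fitted effect of over 55% in size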
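Purified P. pyralis luciferase, 10 nM final, with Km-level 10 uM D-luciferin and 10 uM ATP in 50 mM Tris acetate pH 7.5, 10 mM Mg acetate, 0.01% Tween-20, 0.05% BSA; 6-point qHTS titration about 60 µM downward; luminescence read.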
p53 reactivator – mutant p53 re-activation in reporter cells; H1299 p53-A138V BP100-luciferase reporter, luminescence, 24 h; Potency, µM (titrated, usually from 92.2 µM), for inactives: at the top dose activity change, positive = activation, usual class: activators; 0.063% of 320,000 active; AID 504706; further: potency means the concentration at half of the fitted maximal effect; % of control where 0% means no effect; nearly all actives have a fitted effect of over 45% in size
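p53-null H1299 cells stably carrying temperature-sensitive p53-A138V and a BP100-luciferase reporter were pinned with compounds (4-point, 1:5 series) and held 24 hrs at 37 deg C. Luminescence was read 10 min after detection reagent.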
BRCA1 expr act – increases BRCA1 expression. MCF7-BRCA1-FFLuc reporter, luminescence, 48 h; response scale: scaled: vehicle 0%, 10 µM genistein 100%. Potency, µM (top dose mostly 46.1 µM), for the others: at the top dose activation, most hits filed as activators. 1.1% of 380,000 active. AID 624202; further: potency means the concentration at half of the fitted maximal effect; nearly all actives have a fitted effect of over 80% in size; some results filed as inactive show a strong effect at the top dose
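48 h compound treatment of MCF7-BRCA1-FFLuc cells (phenol-red free MEM, 37 °C), then 15 min with luciferase substrate and luminescence imaging.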
Starred values were filed as active, the others as inactive; ? = inconclusive; / = not tested or not shown; [ ] = remark or other dose. Unless noted, the call rests on the fitted dose curve; in most records, active means well fitted curve in the direction sought with a large enough effect; inconclusive means small, poorly fitted or top-dose-only effect, or another doubt; inactive means no such curve, though single readings can be large; an effect the other way counts as inactive or inconclusive. An excerpt. The share of hits here may be higher or lower than overall.

SMILES | NPC1 promoter act | PKM2 activator | Giardia kill | Rab9 prom act | Menin-MLL TR inh | ELG1 genotox | VP16 counter | RORg inh | FLuc counter | p53 reactivator | BRCA1 expr act
CN1CCc2c(sc(NC(=O)c3cc4cc([N+](=O)[O-])ccc4s3)c2C(N)=O)C1 | -37%[inhibitor] | 1% | / | -34%[inhibitor] | ? | -11% | 3.2µM* | 5.6µM* | ? | -8% | /
Cn1c(=O)c2c(nc(OCc3ccccc3)n2C)n(C)c1=O | 1% | ? | -6 | 1% | 3% | -3% | 11% | 5% | -1% | -3% | 4%
CC(=O)NC(C(=O)NCC(N)=O)C(C)C (configuration not stated) | -4% | 8% | -3 | -3% | 0% | 0% | 0% | -17% | 2% | -15% | 8%
Cc1ccc2nc(NC(=O)C3CCN(S(=O)(=O)c4cnc[nH]4)CC3)sc2c1 | 8% | -1% | 6 | -2% | 8% | -1% | -2% | ? | ? | 8% | -9%
Cc1cccc(NC(=S)NCCc2ccccc2)c1C | 1% | -3% | -3 | 3% | -24% | -5% | 5µM* | 3.5µM* | 0% | / | 18%
CC(C)(C)CN1CCNC[C@H]1Cc1cccc2ccccc12 | 2% | / | ? | 2% | / | 0% | / | / | 4% | 13% | 11%
CCOc1ccc(C(C)NC(=O)c2cccnc2OCC)cc1OCC (configuration not stated) | -4% | 1% | 1 | -8% | -8% | -2% | -7% | 28% | -2% | -1% | -8%
COc1ccc(CNC(=O)C(NC(C)=O)C(=O)Nc2ccc(C(C)C)cc2)cc1 (configuration not stated) | 0% | 2% | 7 | 0% | -13% | 11% | 1% | 7% | -1% | 0% | 8%
COc1ccc(-c2nnc(-c3cc4c(ccc5ccccc54)oc3=O)o2)cc1 | -1% | 2% | 13 | 6% | -9% | 1% | -8% | ? | 4% | ? | -31%
CCOc1ccc(NC(=S)N(CCc2c(C)[nH]c3ccccc23)Cc2ccco2)cc1 | -4% | 0% | -21 | -5% | ? | -4% | ? | ? | 4% | -2% | -23%
O=C(CN(c1ccc(F)cc1)S(=O)(=O)c1ccccc1)NCc1ccco1 | -4% | -3% | 10 | 7% | 4% | 1% | 17% | 13% | 4% | -3% | -10%
CC(NC(=O)c1ccc([N+](=O)[O-])cc1Cl)C1CC2CCC1C2 (configuration not stated) | 0% | -2% | 26 | 16% | -23% | -5% | -9% | 7% | -8% | 15% | 26%

Just ELG1 genotox, for some of the entries so far:
| structure | ELG1 genotox |
| --- | --- |
| Cc1cccc(NC(=S)NCCc2ccccc2)c1C | -5% |
| CC(NC(=O)c1ccc([N+](=O)[O-])cc1Cl)C1CC2CCC1C2 (configuration not stated) | -5% |
| COc1ccc(CNC(=O)C(NC(C)=O)C(=O)Nc2ccc(C(C)C)cc2)cc1 (configuration not stated) | 11% |
| CCOc1ccc(NC(=S)N(CCc2c(C)[nH]c3ccccc23)Cc2ccco2)cc1 | -4% |
| Cn1c(=O)c2c(nc(OCc3ccccc3)n2C)n(C)c1=O | -3% |

The listing continues.
SMILES | NPC1 promoter act | PKM2 activator | Giardia kill | Rab9 prom act | Menin-MLL TR inh | ELG1 genotox | VP16 counter | RORg inh | FLuc counter | p53 reactivator | BRCA1 expr act
CC(=O)c1cc(CN2CCC(C(=O)Nc3cccc(-c4cscn4)c3)CC2)cs1 | -1% | 6% | 8 | -16% | / | 0% | -4% | 0% | 4% | 22% | -24%
Cc1ccc(CNC(=O)CCN2C(=O)[C@@H]3Cc4ccccc4CN3C2=O)cc1 | -7% | / | 18 | -1% | / | 0% | -8% | 0% | -4% | -6% | 18%
COc1cc(C2CC(=O)Oc3ccc(C(C)(C)C)cc32)cc(OC)c1OC (configuration not stated) | / | / | -10 | / | -1% | 0% | ? | 1% | / | 3% | 14%
CN1CCN(c2nc(-c3cccnc3)nc3scc(-c4ccccc4)c23)CC1 | 0% | / | 9 | 1% | -9% | 4% | -9% | -1% | ? | 10% | 0%
O=C(Nc1nnc(-c2ccccc2)s1)c1ccc(Cl)c(S(=O)(=O)N2CCOCC2)c1 | 3% | -7% | / | 9% | -1% | 1% | 0% | 13% | 0% | ? | /
O=C1CCC(=O)N1c1ccc(S(=O)(=O)Nc2ccc(Br)cc2)cc1 | -4% | 0% | -3 | 3% | 9% | -5% | ? | 44% | 0% | 0% | -7%
O=c1c2ccccc2c(-c2ccccc2)nn1-c1ccccn1 | 1% | / | 2 | 1% | 2% | 3% | 4% | -19% | 1% | -6% | -26%
CCCCS(=O)(=O)C(=C1Nc2ccccc2N1)S(=O)(=O)CCCC | -2% | -6% | -1 | -3% | -11% | 2% | 0% | 14% | 2% | -5% | -10%
CCOc1ccc(-n2c(SCC(N)=O)nc3c(c2=O)SCC3)cc1 | 0% | 1% | -4 | -4% | 0% | -1% | 4% | -14% | -1% | 2% | -1%
O=C(COc1ccc(Cl)cc1)NCc1n[nH]c(=O)c2ccccc12 | 1% | / | -7 | 2% | / | -1% | / | / | 0% | -3% | -10%
CC1=Nn2c(nnc2C2CCCCC2)SC1 | -3% | -2% | -7 | -4% | -28% | 1% | -11% | 18% | 0% | -9% | 8%
CCOc1cc(NC(=S)NCCCN2CCOCC2)c(OCC)cc1NC(=O)C1CC1 | 1% | -12% | -14 | 0% | 2% | 2% | -5% | -13% | 4% | -5% | -17%

Complete entries, quoted from the list. Values in the order: NPC1 promoter act, PKM2 activator, Giardia kill, Rab9 prom act, Menin-MLL TR inh, ELG1 genotox, VP16 counter, RORg inh, FLuc counter, p53 reactivator, BRCA1 expr act
O=C1CCC(=O)N1c1ccc(S(=O)(=O)Nc2ccc(Br)cc2)cc1 is listed with -4%, 0%, -3, 3%, 9%, -5%, ?, 44%, 0%, 0%, -7%
Cc1ccc(CNC(=O)CCN2C(=O)[C@@H]3Cc4ccccc4CN3C2=O)cc1 is listed with -7%, /, 18, -1%, /, 0%, -8%, 0%, -4%, -6%, 18%

Following part.
SMILES | NPC1 promoter act | PKM2 activator | Giardia kill | Rab9 prom act | Menin-MLL TR inh | ELG1 genotox | VP16 counter | RORg inh | FLuc counter | p53 reactivator | BRCA1 expr act
O=C(NC(=S)Nc1ccccc1)c1cc([N+](=O)[O-])ccc1N1CCOCC1 | 0% | 1% | 15 | 0% | ? | 2% | -1% | -13% | 2% | 1% | 28%
O=C(NCCOc1ccc(F)cc1)C1CCC(=O)N(CCCN2CCOCC2)C1 (configuration not stated) | 0% | / | 52[activator] | -2% | / | 1% | -6% | 6% | -1% | -2% | 11%
c1ccc2c(CSCCc3ccncc3)cccc2c1 | -1% | 3% | 7 | -8% | -6% | -5% | ? | ? | -15% | 13% | 0%
OCCC1CN(Cc2nc(-c3ccccc3)cs2)CCN1Cc1ccc(F)cc1 (configuration not stated) | -6% | -7% | 6 | -1% | -11% | -8% | ? | 41% | -7% | 7% | -30%
Cc1ccc(S(=O)(=O)N2CCOCC2)cc1NC(=O)COC(=O)CNC(=O)c1ccc(C(C)(C)C)cc1 | -2% | 4% | -28 | -2% | -8% | -2% | -27% | ? | 0.95µM* | -3% | -11%
Cc1cc2ccccn2c1C(=O)c1ccc(N/N=C/c2ccc(C(=O)O)cc2)c([N+](=O)[O-])c1 | -7% | 1% | -2 | -3% | / | 0% | -2% | 8% | ? | 0% | 0%
O=S1(=O)CC(NCc2ccccc2)C(Nc2ccc(Cl)cc2)C1 (configuration not stated) | -1% | -12% | -10 | -7% | 22% | 2% | 4% | ? | 1% | -30%[inhibitor] | -16%
O=C1CCCC2=C1C1O[C@](c3ccsc3)(Cc3c1ccc1ccccc31)O2 | 2%[1.84 µM] | -5%[11.5 µM] | / | 0%[1.84 µM] | ? | / | -2%[10 µM] | -24%[10 µM] | ? | / | /
CC(OC(=O)Cc1c[nH]c2ccccc12)C(=O)Nc1ccccc1[N+](=O)[O-] (configuration not stated) | -4% | / | -14 | -2% | / | 0% | / | / | 4% | -5% | -7%
O=C(Cn1cnc2c(nnn2Cc2ccc(F)cc2)c1=O)NCc1ccc(F)cc1 | -13% | 1% | -27 | -5% | -20% | -3% | -5% | -11% | 1% | -3% | -8%
C/C(N)=C(/C#N)C(=O)CSc1nnc(-c2ccc3c(c2)OCO3)o1 | 0.28µM* | -2% | 10 | 0.1µM* | -3% | 0.58µM* | ? | -29% | 0.27µM* | / | ?
Cc1cnc(NC(=O)COc2ccc3c(c2)CCC3)s1 | 0.56µM* | -1% | 11 | ? | / | 0.65µM* | ? | ? | 1.2µM* | 14% | 69%
CCOc1ccccc1OCCC(=O)OCC(=O)Nc1c(C)nn(-c2ccccc2)c1C | -2% | / | 9 | -45%[inhibitor] | / | 0% | / | / | 0% | 1% | 13%
COc1cc(NC(=O)CSc2nnnn2Cc2ccccc2)cc(OC)c1 | 1% | -2% | -2 | -6% | 18% | 1% | -2% | 21% | -1% | -1% | -33%
